P. falciparum M17LAP: P. falciparum M17LAP inhibitors, primary screen, biochemical, fluorogenic H-Leu-NHMec substrate, 1536-well (AID 1619); recombinant M17LAP, H-Leu-NHMec fluorogenic kinetic assay; higher % means a stronger effect; one-dose inhibition, % at 30 µM; IC50 in µM for titrated hits; actives 0.38% (n = 220,000);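 active = compound inhibiting the enzyme by more than half at any dose during confirmatory dose-response retesting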;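 note: plate controls were full reaction with DMSO carrier for no effect and no enzyme background for full effect; strong numbers were not always called active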
M1AAP inhibition: P. falciparum M1AAP inhibitors, biochemical, fluorogenic H-Leu-NHMec substrate, 1536-well (AID 1445) | Aminopeptidase N (Plasmodium falciparum (isolate 3D7)) | recombinant M1AAP, H-Leu-NHMec fluorogenic kinetic assay; higher % means a stronger effect | inhibition, % at 30 µM, or IC50 in µM where a hit was titrated | actives 0.42% (n = 220,000);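 active = primary inhibition above the hit cutoff, then over 50% inhibition at one or more dose response concentrations, cut at about 23% in these data, passing the limit was not always enough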;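 note: plate controls were DMSO full reaction for no effect and no enzyme background for full effect; strong numbers were not always called active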
GPR55 beta-arrestin: GPR55 agonists via beta-arrestin recruitment, primary screen, imaging, U2OS cells, beta-arrestin-GFP redistribution (AID 1961) | activation, % at 10 µM; hits with a dose series show EC50 in µM | actives 0.048% (n = 290,000) | U2OS GPR55 beta-arrestin-GFP redistribution imaging; higher % means a stronger effect | G-protein coupled receptor 55 (Homo sapiens);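 active = activation above 40% with more than 50 cells counted in the well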;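 note: U2OS osteosarcoma cells stably expressing GPR55 and beta-arrestin-GFP; plate controls were DMSO negative control for no effect and LPI positive control for full effect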
Dynein transport: inhibitors of GR-EGFP nuclear translocation, primary screen, dynein cargo transport inhibitor project, imaging, high-content, 3617.4 mouse cells; test concentration mostly 20 µM; stimulated with dexamethasone, 1 µM; active compounds read low; z-score, hits read low; actives 0.47% (n = 220,000);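 active = plate z-score of nuclear minus cytoplasmic receptor signal below a set negative limit, without overly bright fluorescence or cell loss, cut at about -3.5 in these data, passing the limit was not always enough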;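 note: z-score of nuclear minus cytoplasmic ring GR-EGFP intensity difference per well; some compounds called inactive have numbers as strong as hits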
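medium = tetracycline-free induction medium containing charcoal-stripped FBS | probe or stimulus = dexamethasone, 1.0 µM final | timing = 48 h induction, then 1 h compound, then 30 min agonist, 37 °C | detection = automated 10x imaging of fixed Hoechst-stained cells | read-out basis = nuclear versus cytoplasmic GR-EGFP signal, averaged per well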
KOR beta-arrestin-1: KOR antagonists, beta-arrestin recruitment, cell-based, luminescence, uHTS (AID 1778); actives 0.091% (n = 290,000); KOR beta-arrestin recruitment, luminescence, antagonist mode; higher % means a stronger effect; one-dose inhibition, % at 10 µM; IC50 in µM for titrated hits; Kappa-type opioid receptor (Homo sapiens); note: strong numbers were not always called active
KOR beta-arrestin-2: KOR agonists, beta-arrestin recruitment, primary screen, cell-based, luminescence, uHTS (AID 1777); KOR beta-arrestin recruitment, luminescence; higher % means a stronger effect; actives 0.02% (n = 280,000); activation, % at 10 µM, or EC50 in µM where a hit was titrated; Kappa-type opioid receptor (Homo sapiens); in the data active = activation above about 50%, passing the limit was not always enough; note: a part of the inactive calls stands beside numbers as strong as those of hits
NOD1 NF-kB reporter: NOD1 signaling inhibitors, primary screen, cell-based, luminescence, uHTS (AID 1578) | one-dose inhibition, % at 4 µM; EC50 in µM for titrated hits | NOD1-driven NF-kB luciferase reporter cells, luminescence; higher % means a stronger effect | actives 1% (n = 290,000); in the data active = inhibition mostly above about 36%, no sharp cut-off; inactive = mostly below about 34%;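 note: HEK-293T reporter cells stimulated with the NOD1 agonist gamma-tri-DAP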
NOD2 inhibition: NOD2 signaling inhibitors, cell-based, luminescence, uHTS, HEK293 (AID 1566); one-dose inhibition, % at 4 µM; EC50 in µM for titrated hits; HEK293 NOD2/NF-kB luciferase reporter, luminescence; higher % means a stronger effect; actives 0.63% (n = 290,000); note: many of its hits are not listed in these tables
AID2073: inhibitors of Mint1-CaV2.2 protein interaction, biochemical, HTRF (AID 2073); HTRF protein-protein interaction, Mint1-CaV2.2; higher % means a stronger effect; one-dose inhibition, % at 20 µM; IC50 in µM for titrated hits; Voltage-dependent N-type calcium channel subunit alpha-1B (Homo sapiens); actives 0.19% (n = 290,000); in the data active = inhibition mostly above about 51%, no sharp cut-off; note: some results filed as inactive read as strong as hits
Dynein transport cytoplasmic EGFP: second read-out of Dynein transport, no call of its own (marks repeat the call); z-score; measured here: cytoplasmic GR-EGFP intensity; active compounds read high
Dynein transport nuclear GR-EGFP: second read-out of Dynein transport, no call of its own (marks repeat the call); z-score; measured here: nuclear GR-EGFP intensity;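 lower value marks the stronger effect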
Dynein transport cell count: also measured in Dynein transport; calls as there; z-score; measured here: cell count per field
* hit, by the source's call; nt = no result given; [ ] = remark or other dose. Cut-off read from the data, not from the text of the source, unless noted: active = inhibition above about 50%; inactive = the rest.

P. falciparum M17LAP	M1AAP inhibition	GPR55 beta-arrestin	Dynein transport	Dynein transport cytoplasmic EGFP	Dynein transport nuclear GR-EGFP	Dynein transport cell count	KOR beta-arrestin-1	KOR beta-arrestin-2	NOD1 NF-kB reporter	NOD2 inhibition	AID2073	SMILES
8%	4%	-0.2%	-0.57	-0.26	-0.3	1	-6%	-0.2%	7%	26%	-21%	CC1=C(C(=O)OCC(C)C)C(c2cccs2)NC(=S)N1 (stereo not drawn)
-8%	-4%	0.5%	-0.71	-0.23	0.29	0.31	15%	2.6%	-18%	-18%	-3%	C[C@H](NS(=O)(=O)c1ccc(Cl)cc1)C(=O)OCC(=O)NC(=O)Nc1ccc2c(c1)OCCO2
nt	nt	0.9%	nt	nt	nt	nt	-20%	-2.7%	-11%	2%	4%	CC(=O)Nc1ccc(NC(=O)C/C(C)=N/NC(=O)c2cccc3ccccc23)cc1
nt	nt	-0.3%	nt	nt	nt	nt	-5%	-0.2%	-14%	2%	2%	COc1ccc(N2CCN(C(=O)c3ccc(CS(=O)Cc4ccc(Cl)cc4)o3)CC2)cc1 (stereo not drawn)
39%	8%	-0.3%	-0.89	-0.22	-0.47	0.93	18%	-5.6%	5%	-6%	13%	c1cncc(-c2nc(NCCCn3ccnc3)c3ccccc3n2)c1
-7%	3%	0.6%	0.17	-0.16	0.29	-0.5	-12%	-3.4%	-14%	9%	1%	COC(=O)CCC(=O)Nc1ccc(Br)cc1
-6%	2%	-0.2%	-0.15	0.052	0.023	-0.019	-20%	0.0%	7%	20%	16%	O=C(Nc1ccc(S(=O)(=O)N2CCCC2)cc1)c1ccc2c(=O)n3c(nc2c1)CCCCC3
-12%	6%	-0.1%	-1.3	-0.34	-0.7	1	-42%[20 µM]	nt	27%	-9%	-8%	CNC(=O)c1[nH]cnc1C(=O)Nc1ccccn1
nt	nt	-0.1%	nt	nt	nt	nt	-5%	0.3%	5%	-4%	1%	O=C(N/N=C/C(Br)=C/c1ccccc1)c1ccccc1[N+](=O)[O-]
nt	nt	0.2%	nt	nt	nt	nt	-8%	-0.1%	-28%	11%	-5%	Cc1cc(NC(=O)c2ccc(Cl)cc2)n(CCC#N)n1
14%	0%	-0.3%	-0.022	-0.044	-0.017	-1.1	-61%	20%	-38%	2%	10%	O=[N+]([O-])c1ccc(-c2nc(NCc3ccccc3)c3ccccc3n2)cc1
nt	nt	0.4%	nt	nt	nt	nt	11%	-0.6%	26%	7%	7%	COc1cccc(-c2nc(CS(=O)(=O)CC(=O)Nc3ccccc3Br)c(C)o2)c1
12%	7%	0.2%	nt	nt	nt	nt	-21%	0.3%	-11%	-1%	11%	COc1ccc(/C=C2\C(=O)N(Cc3ccc(F)cc3)CC(=O)N2Cc2ccccc2)cc1
0%	13%	0.0%	-1	-0.34	-0.5	0.85	-17%[20 µM]	-1.6%	-10%	-165%	10%	CCOc1ccc(-c2cn3ccccc3n2)cc1
nt	nt	-0.2%	nt	nt	nt	nt	-13%[20 µM]	-1.7%	-33%	15%	-3%	COc1ccc(CC(=O)O/N=C(\N)c2ccc(Br)cc2)cc1OC
-8%	3%	-0.2%	-1.4	-0.084	-0.38	1.1	21%	-0.7%	-1%	10%	-9%	Cc1ccc(CSc2nc3ccsc3c(=O)n2Cc2ccccn2)cc1
nt	nt	-0.1%	nt	nt	nt	nt	-22%	-0.7%	-2%	-28%	31%	Cc1cc(C)c(S(=O)(=O)c2ccccc2)c(=O)[nH]1
7%	1%	0.3%	-0.66	0.095	-0.41	0.36	-7%	-2.5%	32%	8%	-8%	O=C(CSc1ccccc1Cl)N1CCC(c2nc3ccccc3s2)CC1
-30%	10%	-0.1%	0.74	0.15	0.59	-0.73	-15%	1.5%	-15%	-7%	16%	C=CCn1c(=O)c(C#N)cc2c(=O)n3ccccc3nc21
-6%	3%	0.1%	-1.2	-0.15	-0.42	0.23	-17%	-0.5%	7%	7%	7%	Cn1ncc(N=Cc2ccccc2)c1C(=O)Nc1cccc(Cl)c1
9%	4%	-0.1%	-0.083	-0.2	-0.29	0.31	12%	-1.2%	-38%	-230%	-14%	Cc1ccc(C)c(N=Nc2nc3ccccc3n2C)c1
nt	nt	0.6%	nt	nt	nt	nt	-36%	-0.5%	2%	8%	13%	C#CCOc1ccc(/C=C2/C(=O)ON=C2C)cc1Cl
2%	6%	-0.7%	0.58	-0.33	0.55	0.07	26%	-3.5%	-12%	7%	31%	Cc1cc(N)n(-c2ccccc2C)n1
4%	6%	0.3%	-0.59	-0.28	-0.63	0.52	-48%	5.8%	-25%	8%	-12%	Cc1nccn1CCCN1C(=O)CNC1=S
4%	-1%	0.0%	-0.51	0.6	0.68	0.25	4%	-0.9%	4%	17%	-9%	Cc1cc(C(=O)Nc2ccc3nc(C)sc3c2)c2ccccc2n1
11%	2%	0.3%	-2.7	0.7	-1.3	-1.3	-21%	-7.2%	-13%	5%	8%	CCOC(=O)c1c(-c2ccc(C)o2)csc1NC(=O)CSc1nnnn1-c1ccccc1
-4%	0%	-0.1%	0.25	-0.25	0.17	0.61	-3%	4.2%	-33%	-132%	-4%	O=C(Nc1ccccc1-c1ccccc1)NC1CC2CCCC(C1)N2CCc1ccccc1 (stereo not drawn)
nt	nt	-0.2%	nt	nt	nt	nt	-14%[20 µM]	-4.0%	-7%	-72%	9%	COc1ccc(-n2nc3cc(N)c(Br)cc3n2)cc1
34%	3%	0.6%	0.29	-0.13	0.46	-1.2	20%	2.4%	-2%	-11%	12%	O=C(CN1C(=O)c2ccccc2C1=O)Nc1cccnc1
nt	nt	-0.1%	nt	nt	nt	nt	-34%	3.3%	-20%	11%	-3%	C=CCNC(=O)CN1CCC(c2nc3ccccc3[nH]2)CC1
7%	13%	-0.4%	-0.33	-0.22	-0.8	0.23	-55%	2.4%	0%	22%	-1%	CNC(=O)c1[nH]cnc1C(=O)Nc1ccc(C)cc1
14%	-2%	-0.2%	nt	nt	nt	nt	-8%	13%	51%	46%	-6%	COc1ccc(NC(=O)C2CCN(c3nc(C)nc4c3CCC4)CC2)cc1
nt	nt	0.3%	nt	nt	nt	nt	7%[20 µM]	-3.6%	8%	4%	-2%	O=C(Nc1ccccc1)Nc1n[nH]c2nnc(-c3ccccc3)c(-c3ccccc3)c12
6%	7%	0.2%	0.19	0.39	0.75	-1.9	13%	-1.4%	6%	16%	-6%	OC(CN(c1ccccc1)c1ccccc1)Cn1cnc2ccccc21 (stereo not drawn)
-4%	-4%	0.7%	-0.75	0.15	-0.5	1.1	-9%	-4.3%	-18%	-1%	11%	CCCn1ncc(CN2CCC(CO)(Cc3ccc(OC)cc3)CC2)c1C
nt	nt	-0.1%	nt	nt	nt	nt	-6%	-6.3%	-18%	9%	-6%	CCOC(=O)N1CCN(S(=O)(=O)N2CCCC(C(=O)NCc3cccc(OC)c3)C2)CC1 (stereo not drawn)
-1%	12%	0.2%	-0.82	-0.079	-0.28	0.66	-12%	6.0%	-20%	-30%	42%	COc1ccc(-c2c(C)c3ccc(OCC(C)=O)cc3oc2=O)cc1
2%	9%	0.2%	-0.49	0.12	-0.58	0.7	nt	-1.2%	-16%	20%	7%	COc1ccc(OC)c(NC(=O)C(=O)NCCC2=CCCCC2)c1
19%	1%	0.3%	0.11	-0.16	0.43	0.76	6%	6.6%	-31%	-12%	-2%	Cc1nn(Cc2ccc(Cl)cc2)c(C)c1NC(=O)c1c(-c2ccccc2)noc1C
2%	-1%	0.0%	0.61	-0.27	0.22	-0.34	-6%	9.7%	-16%	-2%	3%	Cc1[nH]nc(SCC(=O)NCc2ccccc2)c1[N+](=O)[O-]
14%	4%	-0.1%	-0.85	0.33	-0.8	1.7	42%	-3.6%	-29%	-6%	-47%	Cc1ccc(-n2sc3ccccc3c2=O)cc1S(=O)(=O)N1CCCCC1
-7%	2%	-0.1%	0.057	-0.75	0.085	-0.23	3%	5.1%	-7%	2%	4%	CCC1=C(OC(=O)N(CC)CC)N2C(=O)OC(=NCCc3c[nH]c4ccccc34)[C@]2(C)[C@H]2C1=CC[C@H]1C(=O)N(C)C(=O)[C@H]12
nt	nt	0.2%	nt	nt	nt	nt	-17%	0.2%	10%	16%	-6%	COc1ccc(-n2ncc3c2CC(C)(C)CC3NC(=O)C2=CC(=O)CC(C)(C)O2)cc1 (stereo not drawn)
-1%	0%	-0.2%	0.36	-0.22	0.3	-0.89	21%	-4.3%	-10%	13%	4%	Cc1ccc(C(NC(=O)N2CCOCC2)C(Cl)(Cl)Cl)cc1F (stereo not drawn)
36%	8%	0.5%	-0.28	-0.26	-0.023	0.17	2%	-7.8%	-4%	9%	41%	O=c1cc(-c2ccc(O)c(O)c2)oc2cc(O)c(C3OC(CO)C(O)C(O)C3O)c(O)c12 (stereo not drawn)
9%	-1%	-0.3%	0.2	-0.26	0.013	0.59	-2%	-0.9%	-29%	4%	-6%	CCOC(=O)c1cc(-c2ccc(F)cc2)n(CCC(=O)NC2CCN(Cc3ccccc3)CC2)c1C
nt	nt	0.2%	nt	nt	nt	nt	25%	3.4%	1%	13%	3%	COc1cccc(CCNC(=O)C2CCC(=O)N(C3CC3)C2)c1OC (stereo not drawn)
2%	3%	-0.1%	-0.14	-0.078	-0.034	-0.52	3%	-3.5%	-2%	6%	-3%	Cc1nc2ccc(S(=O)(=O)NC(C(=O)NC3CCCC3)C(C)C)cc2s1 (stereo not drawn)
-11%	16%	0.0%	-1.3	7.9	0.43	0.55	5%	7.9%	-12%	3%	3%	Cc1ccc(/C=C2/NC(=O)N(Cc3ccccc3F)C2=O)s1
nt	nt	0.4%	nt	nt	nt	nt	-20%	-1.6%	-35%	7%	3%	Cc1noc(C)c1CSCC(=O)N(C)CC(=O)Nc1cccc(F)c1

A portion of the library, so the mix of outcomes need not match the whole.
